High-throughput results from PubChem.
Pemphigus Ab inh: human desmoglein-3 autoantibody binding inhibition; DSG3-coupled beads, scFv-anti-DSG3-GFP binding, flow cytometry; active compounds read low; binding (percent of control), % at 10 µM; 0.48% of 310,000 active; P32926;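 active = binding more than 3 SD below its plate's average and above zero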;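 note: hits lower antibody fragment binding to DSG3; some compounds called inactive have numbers as strong as hits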
PKA-R2B act: PKA-R2B complex activation. P22694+P31323. PKA-R2B holoenzyme dissociation, Cy5-IP20 fluorescence polarization; R2B truncated from residue 108, S112A mutant; 0% DMSO only, 100% 113 µM cGMP. activation, % at 11.4 µM. 0.079% of 340,000 active;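 active = activation above a cutoff set at the mean over all compounds plus 3 SD, cut at about 18% in these data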;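 note: higher means more holoenzyme dissociation and a rise in polarization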
Target sequence (P31323 whole entry, looked up, other chains not shown, the tested form may be a part): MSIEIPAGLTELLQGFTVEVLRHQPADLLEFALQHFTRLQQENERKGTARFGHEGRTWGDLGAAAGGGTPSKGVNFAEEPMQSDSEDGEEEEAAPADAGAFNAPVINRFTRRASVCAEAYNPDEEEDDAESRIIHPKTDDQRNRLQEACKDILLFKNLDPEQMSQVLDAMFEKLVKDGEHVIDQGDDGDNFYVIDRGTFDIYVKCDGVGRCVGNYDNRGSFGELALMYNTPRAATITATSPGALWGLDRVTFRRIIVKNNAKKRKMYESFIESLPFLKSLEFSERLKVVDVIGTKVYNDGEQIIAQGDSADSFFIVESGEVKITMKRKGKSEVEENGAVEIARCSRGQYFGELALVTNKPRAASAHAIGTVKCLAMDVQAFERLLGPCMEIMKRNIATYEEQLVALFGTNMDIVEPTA
dFosB act: enhances mouse delta FosB homodimer DNA binding; activation, % at 25 µM; purified delta FosB, TAMRA-CDK5 oligo fluorescence polarization; percent of positive-control signal above neutral wells; AID 493131; 0.99% of 340,000 active; P13346;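 active = mean activation above about 17%, with every replicate also reaching it, limit read from the data, passing the limit was not always enough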;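 note: fluorescence polarization rise as delta FosB binds a TAMRA Cdk5 AP-1 oligo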
SR-BI DiI inh: blocks mouse SR-BI lipid uptake from DiI-HDL | Q61009 | ldlA[mSR-BI] CHO cells, DiI-HDL uptake fluorescence, 3 h | inhibition, % at 12.5 µM | 0.96% of 320,000 active | AID 488896;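 active = mean replicate inhibition of at least 70% and a set share of replicates each scoring 70 or more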;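 note: 0% = median of neutral control wells and 100% = median of positive control wells; values of inactives mirror those of a sister screen read the other way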
Arr AP2 block: blocks beta-arrestin peptide binding to AP2 adaptin. AID 504490. inhibition, % at 10 µM. FITC-arrestin peptide / GST-AP2 beads, flow cytometry; AP2 beta2 appendage carries R879A mutation. 0.31% of 340,000 active;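 active = inhibition above a set limit, near 3 SD of compounds lacking own fluorescence, cut at about 54% in these data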;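 note: plate controls were DMSO wells for no effect and 5 µM unlabelled arrestin peptide for full effect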
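Material – AP2 appendage R879A on GSH beads · Buffer or medium – PBS with 0.05% Tween 20 and 0.1% BSA · Probe or stimulus – fluorescein-tagged arrestin peptide at 50 nM final · Incubation – compound with beads 12 min RT, then probe 1 h RT · Detection – high-throughput flow cytometry of beads, ex 488, em 535 nm · Evaluation – percent response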
PKA-R1A act: activates the PKA-R1A holoenzyme complex. 0.083% of 340,000 active. P00514+P68181. activation, % at 11.4 µM. AID 504707. PKA-R1A dissociation, Cy5-IP20 fluorescence polarization; scaled: DMSO 0%, 113 µM cGMP 100%;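 active = percent activation above the mean of all tested compounds plus 3 SD, cut at about 19% in these data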;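 note: higher means more PKAc released from R1A so a rise in polarization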
SR-BI uptake up: enhances SR-BI lipid uptake from DiI-HDL | CHO ldlA[mSR-BI] cells, DiI-HDL uptake fluorescence, 3 h; 100 = double the neutral-control signal | activation, % at 12.5 µM | 0.096% of 320,000 active;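 active = mean replicate activation of at least 60% and every replicate at or above 60%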;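 note: 0% = median plate neutral-control signal and 100% = twice that signal; values of inactives mirror those of a sister screen read the other way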
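Material – SR-BI-overexpressing, LDLR-lacking CHO cells · Medium – BSA-supplemented, HEPES-buffered Ham's F12, pH 7.4 · Doses – single concentration · Times – compound with DiI-HDL co-incubation, 3 h at 37 °C · Measured by – bottom-read fluorescence, 550/595 nm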
CDK5 inh: inhibitors of human CDK5/p35 kinase; Q00535+Q15078; Recombinant CDK5/p35, ADP-Glo luminescence, 60 min; inhibition, % at 10 µM; 0.01% of 330,000 active; AID 488839;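 active = highest replicate inhibition of at least 50% and at least 75% of replicates reaching 50%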;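 note: plate controls were DMSO neutral control for no effect and GW8510 at 10 µM for full effect; many of its hits are not listed in these tables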
Target sequence (Q00535 whole entry, looked up): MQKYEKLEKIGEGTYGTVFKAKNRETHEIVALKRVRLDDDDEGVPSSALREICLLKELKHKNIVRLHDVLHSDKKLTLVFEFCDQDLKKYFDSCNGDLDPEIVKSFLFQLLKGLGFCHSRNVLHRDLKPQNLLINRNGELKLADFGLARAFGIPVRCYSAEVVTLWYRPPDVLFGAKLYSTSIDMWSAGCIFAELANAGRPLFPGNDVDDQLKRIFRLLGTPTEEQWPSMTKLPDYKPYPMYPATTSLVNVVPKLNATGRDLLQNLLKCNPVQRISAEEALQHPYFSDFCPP
Target sequence (Q15078 whole entry, looked up): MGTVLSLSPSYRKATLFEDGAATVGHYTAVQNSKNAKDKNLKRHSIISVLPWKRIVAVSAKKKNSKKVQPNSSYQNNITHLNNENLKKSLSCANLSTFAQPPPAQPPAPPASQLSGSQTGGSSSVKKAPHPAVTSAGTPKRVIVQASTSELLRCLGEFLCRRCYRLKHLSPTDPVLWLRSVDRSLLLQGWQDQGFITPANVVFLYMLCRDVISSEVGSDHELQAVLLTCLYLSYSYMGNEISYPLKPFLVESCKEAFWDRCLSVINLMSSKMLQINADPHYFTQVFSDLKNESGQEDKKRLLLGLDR
SUMO Mot1 rescue: inhibitors of SUMOylation pathway: yeast Mot1-301 growth rescue. S. cerevisiae Mot1-301 growth rescue, ATP luminescence, 38.5C; percent above DMSO median, 100 means doubled. growth rescue, % at 18.8 µM. 1% of 320,000 active;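 active = every valid replicate shows activation above 250% relative to neutral control wells; inactive = the rest, any valid replicate at or below 250%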;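 note: OY570 slx delta 5 strain wells were the positive control but not used for scaling; some compounds called inactive have numbers as strong as hits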
NSD2 inh: blocks human histone methyltransferase NSD2. inhibition, % at 12.5 µM. 0.54% of 310,000 active. NSD2 peptide methylation, AlphaScreen, 120 min. O96028; in the data active = inhibition above about 50%
MITF TRPM1 HTS: activators of MITF-driven TRPM1 promoter activity in SK-MEL-5 cells; SK-MEL-5 TRPM1-promoter luciferase, 24 h; % of positive control, neutral wells = 0; activation, % at 12.5 µM; 0.75% of 300,000 active;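 active = mean activation of at least 80% with every replicate also reaching 80%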;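 note: 0% = neutral control wells and 100% = parthenolide positive control wells; values of inactives mirror those of a sister screen read the other way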
The depositor's hits bear a star; x = no result given. Hits appear at their usual frequency. About 4.7% of those tested had a hit in this group.

Order of results – Pemphigus Ab inh	PKA-R2B act	dFosB act	SR-BI DiI inh	Arr AP2 block	PKA-R1A act	SR-BI uptake up	CDK5 inh	SUMO Mot1 rescue	NSD2 inh	MITF TRPM1 HTS
Fc1ccccc1-c1nnc2c3ccccc3nc(N3CCOCC3)n12
  108	0	7	-9	-4	-6	9	-0.4	12	-1	-16
CCCN1C2=C(C(=O)CC(C)(C)C2)C(c2ccc(F)cc2)C2=C1c1ccccc1C2=O (centres undefined)
  102	-7	7	x	2	-14	x	-1.9	-6	14	-23
COc1ccc(CCN2CCCn3c2nc2c3c(=O)n(CC(N)=O)c(=O)n2C)cc1OC
  90	-2	3	-3	7	10	3	0.6	6	2	x
COc1cc(C2CC(=O)c3cnc(NC(C)=O)nc3C2)cc(OC)c1OC (centres undefined)
  103	7	-3	-12	30	-18	12	0.1	x	-5	11
C/C(=N\OCC(=O)OCC(=O)NC(=O)c1ccc(OC(F)F)cc1)c1ccc2c(c1)OCO2
  92	-14	-2	-2	3	-5	2	0.3	3	x	8
CC(OC(=O)c1ccc2c(=O)n3c(nc2c1)CCC3)C(=O)NC1CCCCC1C (centres undefined)
  99	-4	-7	0	-1	0	0	2.3	-19	1	-9
COc1cccc(N=c2oc3ccccc3cc2-c2nc3ccccc3[nH]2)c1
  x	9	-21	27	2	-3	-27	0.4	x	2	-11
C=CCc1cc(/C=C2/NC(=O)N(CC)C2=O)cc(OCC)c1OCc1ccc(C(=O)O)cc1
  x	3	-1	5	10	-16	-5	0.9	-19	-5	-11
Cc1ccc(NCN2C(=O)C(=O)c3ccccc32)nc1
  79	3	3	-26	2	-7	26	0.8	317	19	9
COc1ccc(-c2nnn(CC(=O)N3CCN(c4ccccc4OC)CC3)n2)cc1OC
  100	-5	-14	23	-20	-5	-23	1.2	-22	0	-5
COc1cc(OC)c(NC(=O)CCNS(=O)(=O)c2ccc3c(c2)CC(C)N3C(C)=O)cc1Cl (centres undefined)
  109	0	-10	18	9	10	-18	-0.7	4	0	7
Cc1cc(/C=C(\C#N)C(=O)NC2CC2)c(C)[nH]1
  105	3	-1	12	15	1	-12	0.8	10	-2	94*
C[n+]1c(/C=C/c2ccc(O)cc2)ccc2ccccc21
  104	2	8	15	-26	-6	-15	1.2	-16	19	30
O=C(NCc1ccccc1)N1CCn2c(nc3ccccc32)C1
  96	3	3	6	-4	-3	-6	-0.6	-5	0	5
CCCC(=O)Nc1cc(=O)n(C)c(=O)n1C
  97	4	-8	-8	-3	6	8	0.7	-2	x	9
O=C(Nc1cccc(S(=O)(=O)N2CCOCC2)c1)c1cnccn1
  102	-17	1	-8	-8	4	8	-5.5	-9	0	1
O=C(CCc1ccccn1)N1CCCC(Nc2ccc(F)cc2)C1 (centres undefined)
  96	3	1	-16	-3	-3	16	x	-1	0	4
Fc1ccccc1Cc1noc(CN(Cc2ccccn2)CC2CCCO2)n1 (centres undefined)
  114	5	2	-9	-34	-14	9	-0.5	5	-2	0
O=C(NCCO)C(F)(F)C(F)(F)C(F)(F)OC(F)(C(=O)NCCO)C(F)(F)F (centres undefined)
  95	-4	2	-13	0	-11	13	-1.5	-11	-1	-8
C=CCn1cccc(C(=O)Nc2ccc(F)cc2)c1=O
  94	3	5	x	-1	-3	x	1.5	13	-4	56

Only PKA-R1A act, Arr AP2 block and SR-BI DiI inh, for 3 of the compounds above:
| canonical_smiles | PKA-R1A act | Arr AP2 block | SR-BI DiI inh |
| --- | --- | --- | --- |
| O=C(Nc1cccc(S(=O)(=O)N2CCOCC2)c1)c1cnccn1 | 4 | -8 | -8 |
| O=C(CCc1ccccn1)N1CCCC(Nc2ccc(F)cc2)C1 (centres undefined) | -3 | -3 | -16 |
| Fc1ccccc1Cc1noc(CN(Cc2ccccn2)CC2CCCO2)n1 (centres undefined) | -14 | -34 | -9 |

By substructure: the entries above with an NH in an aromatic ring (two)
Order of results – Pemphigus Ab inh	PKA-R2B act	dFosB act	SR-BI DiI inh	Arr AP2 block	PKA-R1A act	SR-BI uptake up	CDK5 inh	SUMO Mot1 rescue	NSD2 inh	MITF TRPM1 HTS
COc1cccc(N=c2oc3ccccc3cc2-c2nc3ccccc3[nH]2)c1
  x	9	-21	27	2	-3	-27	0.4	x	2	-11
Cc1cc(/C=C(\C#N)C(=O)NC2CC2)c(C)[nH]1
  105	3	-1	12	15	1	-12	0.8	10	-2	94*

(continued)
Order of results – Pemphigus Ab inh	PKA-R2B act	dFosB act	SR-BI DiI inh	Arr AP2 block	PKA-R1A act	SR-BI uptake up	CDK5 inh	SUMO Mot1 rescue	NSD2 inh	MITF TRPM1 HTS
CC(C)c1ccc(NS(=O)(=O)c2cn(C)c(=O)n(C)c2=O)cc1
  109	-5	9	15	x	-5	-15	-10	-4	x	x
COc1ccc(-c2cnc(OC(C)(C)C)nc2OC(C)(C)C)cc1OC
  98	7	-21	-34	6	4	34	1.4	-16	-2	16
CCc1nnc(NC(=O)[C@@H](NC(=O)c2cccc(C)c2)C(C)C)s1
  104	-9	-2	-4	-20	-7	4	-1.6	18	0	-1
O=C(C1CCCCC1)N1CCC(c2nc3ccccc3[nH]2)CC1
  107	0	-3	-32	7	-6	32	0.6	-28	-10	6
CSc1nnnc2ccccc12
  128	-8	5	-8	33	-4	8	0.5	x	0	1
O=C1C(=O)N(CCN2CCOCC2)C(c2cccc(Cl)c2)/C1=C(/O)c1ccc2c(c1)OCO2 (centres undefined)
  107	2	-1	0	51	-5	0	-0.5	-12	x	3
Cc1ccc(S(=O)(=O)Nc2ccc3c(c2)nc(CN2CCCC2)n3C)cc1
  107	1	-6	21	14	0	-21	-0.6	8	-3	-6
COc1ccccc1N1CCN(S(=O)(=O)c2c(C)[nH]c(=O)[nH]c2=O)CC1
  96	-2	-1	-27	1	6	27	-4.2	1	-6	-2
COc1ccc(-c2csc(Nc3ccc(S(N)(=O)=O)cc3)n2)cc1OC
  103	-10	-8	9	14	-14	-9	-0.1	87	-2	-16
CN1CCN(C(=O)C2CC(c3ccc(F)cc3)=NO2)CC1 (centres undefined)
  107	-2	0	-5	23	-6	5	-1.2	58	x	5
Cc1cc(-c2nn3c(-c4ccccc4)nnc3s2)c2ccccc2n1
  97	8	3	16	32	-20	-16	1.6	-22	-1	5
COc1ccc(-n2cc(-c3ccccc3)c3c(=S)nc[nH]c32)cc1
  101	-4	2	25	15	-10	-25	1.6	1	8	-16
NC(N)=NC(=O)c1nc(Cl)c(N2CCCCCC2)nc1N
  114	-2	26*	25	0	-8	-25	0.5	-1	x	126*
COc1ccc(CN2C(=O)[C@@H]3C(c4ccc(F)cc4)=NO[C@@H]3C2=O)cc1
  104	-5	5	-7	-2	4	7	-2.9	7	4	x
COC(=O)C(C)Oc1ccc2c(c1)O/C(=C\c1ccco1)C2=O (centres undefined)
  101	8	-11	11	-5	3	-11	0.3	-17	4	-6
Nc1c(C=C2C=CC(=O)C=C2)c(=O)nc2snc(SCc3ccccc3)n12
  99	-4	-5	x	36	0	x	1.9	116	14	9
CN(C)c1nnnn1-c1ccc(Oc2ccccc2)cc1
  109	5	-3	-9	-9	-5	9	-1.9	22	-2	17
COC(=O)c1ccccc1NC(=S)N(Cc1ccc2c(c1)OCO2)Cc1cc2cc(C)ccc2[nH]c1=O
  90	-1	-5	2	-14	-3	-2	0.0	77	-1	6
COc1cc(OC)c(-c2nc3cnccc3n2C)cc1OC
  x	-1	-1	-8	20	-3	19	1.4	2	-1	-8
COc1ccccc1N1CCN(C(=O)c2cc3c(=O)n4ccccc4nc3s2)CC1
  107	-3	-14	0	-9	-6	0	-0.5	-7	-2	1

Single records, from the list above.
COc1cc(OC)c(-c2nc3cnccc3n2C)cc1OC as listed: Pemphigus Ab inh = x; PKA-R2B act = -1; dFosB act = -1; SR-BI DiI inh = -8; Arr AP2 block = 20; PKA-R1A act = -3; SR-BI uptake up = 19; CDK5 inh = 1.4; SUMO Mot1 rescue = 2; NSD2 inh = -1; MITF TRPM1 HTS = -8
Cc1cc(-c2nn3c(-c4ccccc4)nnc3s2)c2ccccc2n1 as listed: Pemphigus Ab inh = 97; PKA-R2B act = 8; dFosB act = 3; SR-BI DiI inh = 16; Arr AP2 block = 32; PKA-R1A act = -20; SR-BI uptake up = -16; CDK5 inh = 1.6; SUMO Mot1 rescue = -22; NSD2 inh = -1; MITF TRPM1 HTS = 5

(more compounds)
Order of results – Pemphigus Ab inh	PKA-R2B act	dFosB act	SR-BI DiI inh	Arr AP2 block	PKA-R1A act	SR-BI uptake up	CDK5 inh	SUMO Mot1 rescue	NSD2 inh	MITF TRPM1 HTS
O=C(c1cccs1)N1CCn2c1nc1ccccc12
  x	10	0	1	25	-5	-1	2.3	11	1	82*
CCN(CC)S(=O)(=O)c1cc(NC(=O)COC(=O)CCC(=O)c2ccc(F)cc2)ccc1C
  102	-4	-17	-12	4	0	12	1.3	2	-1	5
Nc1c(Br)cc(Br)c2c1C(=O)c1c(cccc1S(=O)(=O)O)C2=O
  92	4	-4	-18	51	-2	18	-0.2	x	17	-9
O=C(COC(=O)c1ccc(S(=O)(=O)NCc2ccco2)cc1)Nc1ncc(Cl)cc1Cl
  102	-4	5	-5	-4	-13	5	-1.2	11	3	13
Cc1ccc(-n2c(C)nc3oc4ccccc4c(=O)c3c2=O)cc1
  101	3	-13	-33	0	-8	33	0.8	-12	10	12
